LDHA inh: qHTS assay for inhibitors of human lactate dehydrogenase | purified LDHA, NADH/diaphorase-resazurin fluorescence; stronger effect = lower value | activity change, % (values are at about 110 or 230 µM) | actives 0.15% (n = 480,000); in the data active = activity change below about -30%; inconclusive = mostly about -25% to -30%;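 also: plate controls were DMSO wells for no effect and wells without enzyme for full effect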
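Human LDH5 at 2 nM final in Tris HCl pH 7.4 with 0.06 mM NADH and 0.2 mM pyruvate, reacted 5 minutes at room temperature. Remaining NADH coupled via diaphorase/resazurin; resorufin fluorescence read at 0 and 20 minutes, normalized to enzyme-free and DMSO wells.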
Pol iota inh: qHTS for Inhibitors of Polymerase Iota; actives 1% (n = 390,000); AID 588590, 2011; DNA polymerase iota (Homo sapiens), Q9UNA4; Potency, µM (doses to about 115 µM), inactives show top-dose activity, negative = inhibition, actives largely listed as inhibitors; Pol iota fluorescent replication assay, 10 min; also: potency is read from the fitted curve at half-maximal effect
Target sequence (Q9UNA4 whole entry, looked up): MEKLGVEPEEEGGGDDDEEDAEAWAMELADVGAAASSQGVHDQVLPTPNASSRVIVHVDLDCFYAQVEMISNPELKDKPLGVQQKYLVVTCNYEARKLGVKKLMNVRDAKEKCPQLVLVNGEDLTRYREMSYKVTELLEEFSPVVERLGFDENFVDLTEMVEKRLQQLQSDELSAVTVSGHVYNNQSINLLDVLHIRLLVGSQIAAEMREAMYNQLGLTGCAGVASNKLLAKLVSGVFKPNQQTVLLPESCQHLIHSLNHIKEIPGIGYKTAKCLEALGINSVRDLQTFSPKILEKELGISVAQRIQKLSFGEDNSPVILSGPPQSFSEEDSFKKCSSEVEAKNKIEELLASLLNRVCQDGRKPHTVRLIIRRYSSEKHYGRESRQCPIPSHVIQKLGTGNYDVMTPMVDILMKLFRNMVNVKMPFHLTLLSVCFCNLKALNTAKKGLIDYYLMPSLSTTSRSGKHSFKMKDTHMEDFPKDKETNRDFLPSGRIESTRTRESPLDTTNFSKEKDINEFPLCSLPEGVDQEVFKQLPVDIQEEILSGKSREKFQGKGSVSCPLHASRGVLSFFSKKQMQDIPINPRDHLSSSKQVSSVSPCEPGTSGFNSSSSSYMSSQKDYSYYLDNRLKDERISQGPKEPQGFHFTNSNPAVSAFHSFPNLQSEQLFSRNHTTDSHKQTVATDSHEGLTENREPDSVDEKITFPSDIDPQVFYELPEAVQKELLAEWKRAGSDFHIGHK
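Pol iota at 10 nM preincubated 15 min with compounds at room temperature; reaction started with fluorescent substrate, 50 nM final. Fluorescence read kinetically at 0 and 10 min; buffer-only wells as negative control.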
POLH inh: qHTS for Inhibitors of Polymerase Eta; DNA polymerase eta (Homo sapiens), Q9Y253; recombinant Pol eta, fluorescent DNA replication assay; Potency, µM (doses to about 114 µM), for inactives: top-dose activity change, negative = inhibition, actives largely listed as inhibitors; actives 1.2% (n = 390,000); AID 588591, 2011; also: potency is read from the fitted curve at half-maximal effect; % is scaled to controls: 0 for no effect and ±100 for the full control effect
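Pol eta (10 nM) was preincubated with compounds for 15 min at room temperature, after which fluorescent replication substrate (50 nM final) was added to start the reaction. Fluorescence was read kinetically at 0 and 10 min.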
Apoferritin bind: qHTS Assay for Identification of Novel General Anesthetics; Ferritin light chain (Equus caballus), P02791; apoferritin/1-aminoanthracene competitive binding, fluorescence; Potency, µM (doses to about 77.5 µM), inactives show at the highest dose activity change, negative = displacement, usual class: inhibitors; actives 0.074% (n = 350,000); also: potency is read from the fitted curve at half-maximal effect; % is scaled to controls: 0 for no effect and ±100 for the full control effect; nearly all actives have a fitted effect of over 20% in size
Target sequence (P02791 2-175 limits assumed): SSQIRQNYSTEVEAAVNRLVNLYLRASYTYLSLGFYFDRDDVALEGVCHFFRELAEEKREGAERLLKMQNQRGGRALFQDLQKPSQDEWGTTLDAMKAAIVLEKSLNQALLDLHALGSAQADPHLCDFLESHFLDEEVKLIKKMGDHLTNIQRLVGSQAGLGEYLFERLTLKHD
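Probe: 1-aminoanthracene (50% saturated, PBS). Protein: horse-spleen apoferritin, 10 uM. Incubation: 10 min, room temperature. Detection: 380 nm excitation, 535 nm emission. Analysis: normalized response, four-parameter Hill.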
POLK inh: qHTS for Inhibitors of Polymerase Kappa; purified Pol kappa, fluorescent DNA synthesis assay, 10 min; DNA polymerase kappa (Homo sapiens), Q9UBT6; Potency, µM (top dose mostly 107 µM), for inactives: at the highest dose activity, negative = inhibition, usual class: inhibitors; actives 0.53% (n = 400,000); also: potency is read from the fitted curve at half-maximal effect; % is scaled to controls: 0 for no effect and ±100 for the full control effect
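Activity was followed as the change in fluorescence between reads at 0 and 10 min after starting the reaction with 50 nM substrate. Beforehand, 10 nM polymerase had been preincubated with compound for 15 min at room temperature.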
POLB inh: qHTS Assay for Inhibitors of DNA Polymerase Beta; P06746; Pol beta primer extension/strand displacement, fluorescence kinetic; Potency, µM (highest dose often 114 µM), inactives show top-dose activity change, negative = inhibition, hits mostly inhibitors; actives 1.3% (n = 340,000); AID 485314, 2010; also: potency is read from the fitted curve at half-maximal effect; % is scaled to controls: 0 for no effect and ±100 for the full control effect
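Curves were derived by four-parameter Hill fits of normalized qHTS data. The kinetic fluorescent primer-extension read was taken at 0 and 10 min after 50 nM substrate, following a 15 min room-temperature preincubation of 10 nM enzyme with compounds.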
BLM inh: qHTS Assay for Inhibitors of Bloom's syndrome helicase (BLM). recombinant BLM DNA unwinding, fluorescence dequenching. Potency, µM (doses to about 56.1 µM), inactives show at the top dose activity change, negative = inhibition, most hits filed as inhibitors. actives 0.2% (n = 350,000). AID 2528, 2010;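 also: potency is read from the fitted curve at half-maximal effect; plate controls were vehicle for no effect and no enzyme for full effect; nearly all actives have a fitted effect of over 35% in size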
APE1 inh: qHTS Assay for Inhibitors of the Human Apurinic/apyrimidinic Endonuclease 1 (APE1). DNA repair nuclease/redox regulator APEX1 (Homo sapiens), P27695. recombinant APE1, TAMRA/BHQ-2 abasic DNA cleavage fluorescence. Potency, µM (top dose mostly 65.8 µM), for inactives: top-dose activity change, negative = inhibition, usual class: inhibitors. actives 0.35% (n = 350,000). AID 2517, 2012;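 also: potency is read from the fitted curve at half-maximal effect; plate controls were vehicle for no effect and reference inhibitor for full effect; nearly all actives have a fitted effect of over 55% in size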
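Quantitative HTS: incision of a TAMRA/BHQ-2 double-stranded substrate bearing a tetrahydrofuran abasic site by 0.75 nM APE1 raises fluorescence. Substrate 50 nM final, added after 15 min compound preincubation at room temperature; progress as third-minus-first kinetic read difference.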
GRP78 ERSR act: qHTS for Inducers of the Endoplasmic Reticulum Stress Response (ERSR) in Human Glioma: qHTS | U87-MG GRP78 promoter luciferase reporter, 16 h | actives 0.02% (n = 420,000) | Potency, µM, inactives show top-dose activation, most hits filed as activators | AID 602332, 2012; also: potency is read from the fitted curve at half-maximal effect; series mostly up to about 76 µM; % of control where 0% means no effect; nearly all actives have a fitted effect of over 35% in size
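Stably transfected U87-MG human glioma cells carrying a GRP78-based luminescent sensor were seeded at 1000 cells/well, pin-dosed with compounds and incubated 16 h. Luciferase reagent was then added, and end-point luminescence was read after 10 min at room temperature.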
The depositor's hits bear a star; ? = inconclusive; / = not tested or not shown; & = joins results of further samples; [ ] = another dose, or the depositor's remark. Unless noted, calls follow the shape of the dose curve; as a rule, active = well fitted curve in the direction sought with a large enough effect; inconclusive = small, poorly fitted or top-dose-only effect, or another doubt; inactive = no such curve, though single readings can be large; an effect the other way counts as inactive or inconclusive. Only part of the results is shown; the hit share may differ from the screen's.

SMILES	LDHA inh	Pol iota inh	POLH inh	Apoferritin bind	POLK inh	POLB inh	BLM inh	APE1 inh	GRP78 ERSR act
COc1cc([C@H]2c3cc4c(cc3[C@@H](O)[C@@H]3COC(=O)[C@H]23)OCO4)cc(OC)c1OC	/	/	/	68%[activator][29.3 µM]	-4%[12 µM]	/	-1%[21.4 µM]	5%[21 µM]	-5%
CN1CCN(C(=O)O[C@H]2c3nccnc3C(=O)N2c2ccc(Cl)cn2)CC1	-2	-5%	-19%	1%&3%	8%	-1%	-2%&-17%	29%&-2%	-3%&-5%
Cc1ccc2c(c1)c(=O)c1c3n2CCN(CC#N)C3CC1 (stereo not drawn)	-2	122%[activator]	-9%	1%	-9%	108%	-6%	0%	-5%
O=C(Cn1ncc2c3ccccc3n(Cc3ccc(F)cc3)c2c1=O)N1CCC2(CC1)OCCO2	2	-1%	-6%	-7%	-11%	-3%	3%	15%	1%
COC(=O)C1=C(c2ccccc2)C[C@@H]2CC[C@H]1N2C(=O)NCCNC(C)=O	-3	2%	-3%	/	0%	/	/	/	0%
Cn1cccc1/C=C1\C(=O)NC(=O)N(Cc2ccccc2Cl)C1=O	-17	20µM*	28µM*	-12%	32µM*	-27%	?	-9%	-5%
CC(C)OC(=O)Nc1cccc(Cl)c1	/	/	/	?	-8%[60.1 µM]	/	3%	-3%	1%
COC1CC(OC2CC[C@@]3(C=O)C4CC[C@]5(C)C(C6=CC(=O)OC6)CC[C@@]5(O)C4CC[C@]3(O)C2)OC(C)C1O (stereo partly drawn)	/	/	/	-10%	-7%[60.1 µM]	/	-7%	-7%	-7%
COC(=O)C1=C(c2cc3ccccc3s2)C[C@@H]2CC[C@H]1N2C(=O)NCc1ccc(C(F)(F)F)cc1	3	6%	-5%	/	-10%	/	/	/	-4%
Cc1cc(N(CCCl)CCCl)ccc1C=NNC(=O)Cc1cc(=O)oc2cc(O)ccc12	0	-15%	-20%	/	-22%	/	/	/	-3%
OCc1cnc[nH]1	-6	-27%	-2%	3%	2%[60.1 µM]	-1%[57.1 µM]	-10%	20%&1%	2%&-1%
C/C=C/C(=O)OCC(=O)Nc1ccc(OC)c(Cl)c1	-2	163%[activator]	-5%	-4%	-3%	?	3%	16%	-2%
CC(C)Oc1ccc(C2C(C#N)=C(N)Oc3c2c(=O)oc2ccccc32)cc1 (stereo not drawn)	-4	4%	?	-13%	-16%	-7%	-6%	0%	-3%
N#Cc1ccc(CN2CC[C@@]3(CCCN(C(=O)Oc4ccccc4)C3)C2)cc1	/	/	/	/	0%[60.1 µM]	/	2%	20%	3%
CC(N)Cc1c[nH]c2cc3c(cc12)OCCO3 (stereo not drawn)	6	17%	-8%	-13%	-18%	0%	-4%	-9%	-10%
Cc1cccc(OC(=O)N2CCOCC2)c1	1	16%	-11%	-16%	-2%	-1%	3%	19%	2%
O=C(OC1Cc2c(O)cc(O)cc2OC1c1cc(O)c(O)c(O)c1)c1cc(O)c(O)c(O)c1 (stereo not drawn)	/	/	/	-4%	0.56µM*	/	?	0.28µM*	-4%
O=[N+]([O-])c1ccc(C2C3C(c4ccccc4)=NC4(CCCC4)N32)cc1 (stereo not drawn)	-2	24%	-14%	-1%	-1%	?	-2%	2%	1%
Cc1cc(C)cc(-n2c(/C=C/c3cccc(F)c3)nc3ccccc3c2=O)c1	-7	17%	-17%	-12%	-8%[60.1 µM]	3%	1%	/	-4%
COc1ccc(C(C)=O)cc1CN1CC=C(c2ccccc2)CC1	-11	1%	-19%	-2%	-2%	15%	-7%	4%	-5%
N#CCCn1cc(C(=O)Nc2ccccc2Br)c(-c2ccc3c(c2)OCCO3)n1	-6	-7%	?	-6%	3%	2%	-2%	2%	-4%
CCOc1ccc(S(=O)(=O)NCCc2sc3nc(-c4ccc(C)cc4)nn3c2C)cc1	-5	8%	-17%	40%[activator]	-16%[60.1 µM]	-20%	-6%	/	2%
O=C(Nc1ccccc1Cl)Oc1ccc(Cl)cc1Cl	-4	40%[activator]	-18%	5%	-5%	3%	-3%	47%[activator]	-6%
O=C1NC(=S)NC(=O)C1=Cc1ccc2c(c1)CCN2CCCCl	-3	?	2µM*	-12%	10µM*	?	16µM*	18µM*	-3%
Cc1cccc(C(=O)Nc2nnc(SCC(=O)NCc3ccco3)s2)c1	-5	30%[activator]	-10%	/	-3%	/	/	/	3%
Cc1ccc2scc(N3CCN(C)CC3)c(=O)c2c1	2	-8%	-6%	40%[activator]	-12%[60.1 µM]	-4%	-5%	/	1%
OC(c1cccc(Cl)c1)(c1cccc(Cl)c1)C1CN2CCC1CC2 (stereo not drawn)	1	1%	-21%	-13%	-4%	24%	0%	-8%	-12%
CN1CCN(c2ccc([N+](=O)[O-])c3cccnc23)CC1	-11&9	4%	-5%	?	-8%	6%	4%	1%	2%
CCOP(=O)(C#CC(C)(C)C)C(C)(O)c1ccccc1 (stereo not drawn)	-3	10%	-17%	-11%	1%	2%	1%	-2%	-2%
[O-]C1=N/[N+](=C/c2ccc(Cl)cc2)CC1	-3	?	4%	155%[activator]	4%	3%	-17%	8%	-4%
COc1ccc(CC(=O)Nc2cc(Cl)ccc2C(=O)O)cc1	-2	33%[activator]	-6%	-5%	-2%	16%	-5%	?	-3%
CC(C)C1(C)N=C(c2nc3ccccc3cc2C(=O)O)NC1=O (stereo not drawn)	-6	-16%	-3%	0%	-12%	1%	3%	-2%	-3%
Cc1ccc(-n2cc(CNC(C)Cc3cnccn3)c(-c3cccc(C)c3)n2)cc1 (stereo not drawn)	-2	136%[activator]	?	?	-15%	0%	5%	-2%	-3%
CN(C)N=O	-5	-6%	2%	/	-24%	/	/	15%&3%	-2%
O=S(=O)(c1ccccc1)N1CCCCC1c1cccnc1 (stereo not drawn)	-2	22%	12%	-14%	6%	14%	-1%	-6%	-5%
CN1CCN(c2ccc([N+](=O)[O-])c3no[n+]([O-])c23)CC1	21	18µM*	89µM*	5%	-15%	-24%	-7%	-10%	-14%
CC1C(c2ccccc2)OCCN1C (stereo not drawn)	-3	0%	-19%	/	-11%	/	/	/	-5%
CN1CCc2nc3ccc(F)cc3c(C(N)=O)c2C1	-7	18%	-14%	-1%	-16%	14%	1%	0%	-4%
CC1OC(O[C@H]2C[C@@H](O)[C@]3(CO)[C@H]4[C@H](O)C[C@]5(C)[C@@H](C6=CC(=O)OC6)CC[C@]5(O)[C@@H]4CC[C@]3(O)C2)C(O)C(O)C1O (stereo partly drawn)	1	3%	/	/	9%	/	/	/	-7%
C[N+]1(CC(=O)OCCCc2ccccc2)CCCCC1	-11	59%[activator]	-9%	?	-5%	25%	-3%	1%	-1%
Cc1ccc(S(=O)(=O)N(C)C/N=C(\N)N[N+](=O)[O-])cc1	-4	84%[activator]	-3%	3%	1%	?	-5%	0%	0%
COC(=O)C1=C(c2ccccc2OCc2ccccc2)C[C@@H]2CC[C@H]1N2C(=O)NCc1ccc(Cl)cc1	0	-14%	-12%	/	1%	/	/	8%	-6%
CC(C)C[C@@H](CN(N=O)[C@@H](Cc1ccccc1)CN(C)N=O)N(CCc1ccccc1)N=O	0	-25%	-1%	-7%	-10%	?	-11%	-8%	-5%
CC(C)c1ccccc1NC1=NCCCS1	-9	44%[activator]	-19%	6%	-9%	33%	-2%	2%	-2%
CCC(=O)OC1(Cc2ccc(CC)cc2)CC(C)N(C)CC1C (stereo not drawn)	-7&5	-27%[58.9 µM]	-19%	4%	-8%	-16%	-6%	2%	-3%
CC(=O)O[C@H]1C(=O)[C@@]2(C)C([C@H](OC(=O)c3ccccc3)[C@]3(O)C[C@H](OC(=O)[C@H](O)[C@@H](NC(=O)Cc4ccccc4)c4ccccc4)C(C)=C1C3(C)C)[C@]1(OC(C)=O)CO[C@@H]1C[C@@H]2O (stereo partly drawn)	-1	2%	?	?	-1%	12%	-8%	-12%	-5%
CCN(CC)CCCOC(=O)C(OC)(c1ccccc1)c1ccccc1	-3	15%	10%	-7%	-2%	12%	2%	5%	-2%
CCC(=NCc1ccco1)c1c(O)n(-c2ccc(Cl)cc2)c(=O)[nH]c1=O	-5	57%[activator]	2%	-1%	-15%	1%	0%	11%	-2%
CCN(CC)C(=O)c1ccc(NC(=O)c2ccc(-n3cncn3)c([N+](=O)[O-])c2)cc1	-8	22%	5%	/	-8%	/	/	-10%	-4%
Cn1c2ccccc2c2cnn(CC(=O)N3CCC4(CC3)OCCO4)c(=O)c21	/	/	/	3%	/	-2%	4%	4%	/
C(#CCN1CCOCC1)COCc1ccccc1	-5	-5%	-9%	-8%	-5%	8%	-3%	12%	2%
O=c1[nH]c(CN2CCNCC2)nc2ccccc12	-4	-8%	-20%	-9%	1%	10%	1%	2%	-5%
